# CHX counter: Cycloheximide Counterscreen for Small Molecule Inhibitors of Shiga Toxin; cell reporter, cycloheximide protein synthesis inhibition counterscreen; max response, %; 12% of 300,000 active; AID 2314, 2010; in the data active = max response mostly above about 13%, no sharp cut-off; inactive = mostly below about 14%; note: read at 38.3 µM for the half of the compounds with a filed dose; 0% is about no effect
# Pf growth 96h: Primary qHTS for delayed death inhibitors of the malarial parasite plastid, 96 hour incubation. Potency, µM (highest dose often 28.7 µM), for inactives: at the top dose activity change, negative = inhibition, hits mostly inhibitors. P. falciparum luciferase reporter growth, 96 h. 6.9% of 320,000 active; note: potency is the fitted concentration of half-maximal effect; % is set by controls: 0 for no effect and ±100 for the full control effect
#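 Two-generation exposure (96 h) targets delayed-death phenotype. Reporter parasites carrying integrated firefly luciferase, in red cells at 2% hematocrit and 0.05% parasitemia final, kept at 37 C, 5% CO2; luminescence loss indicates inhibition.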
# Shiga toxin inh: A qHTS for Small Molecule Inhibitors of Shiga Toxin; Vero cells, Shiga toxin protein synthesis inhibition reporter; inhibition, % at 38.7 µM; 9.2% of 290,000 active; AID 2315, 2010; in the data active = inhibition mostly above about 28%, no sharp cut-off; inactive = mostly below about 43%; note: 0% is about no effect
# Pf growth 48h: Primary qHTS for delayed death inhibitors of the malarial parasite plastid, 48 hour incubation | 5.9% of 310,000 active | P. falciparum luciferase growth in erythrocytes, 48 h | AID 504832, 2011 | Potency, µM (doses to about 28.7 µM), without a hit: top-dose activity change, negative = inhibition, usual class: inhibitors; note: potency is the fitted concentration of half-maximal effect; % is set by controls: 0 for no effect and ±100 for the full control effect
#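 Here the parasites carry a stable luciferase gene and grow inside erythrocytes in Albumax-based RPMI medium with compound for one erythrocytic cycle. Activity is scored as loss of luminescent signal.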
# LmPK inh: qHTS Assay for Inhibitors of Leishmania Mexicana Pyruvate Kinase (LmPK); Q27686; purified LmPK, Kinase-Glo ATP luminescence, 1 h; Potency, µM (highest dose often 57.5 µM), inactives show at the highest dose activity change, negative = inhibition, most hits filed as inhibitors; 0.37% of 290,000 active; AID 1721, 2009; note: potency is the fitted concentration of half-maximal effect; % is set by controls: 0 for no effect and ±100 for the full control effect
# Target sequence (Q27686 whole entry, looked up): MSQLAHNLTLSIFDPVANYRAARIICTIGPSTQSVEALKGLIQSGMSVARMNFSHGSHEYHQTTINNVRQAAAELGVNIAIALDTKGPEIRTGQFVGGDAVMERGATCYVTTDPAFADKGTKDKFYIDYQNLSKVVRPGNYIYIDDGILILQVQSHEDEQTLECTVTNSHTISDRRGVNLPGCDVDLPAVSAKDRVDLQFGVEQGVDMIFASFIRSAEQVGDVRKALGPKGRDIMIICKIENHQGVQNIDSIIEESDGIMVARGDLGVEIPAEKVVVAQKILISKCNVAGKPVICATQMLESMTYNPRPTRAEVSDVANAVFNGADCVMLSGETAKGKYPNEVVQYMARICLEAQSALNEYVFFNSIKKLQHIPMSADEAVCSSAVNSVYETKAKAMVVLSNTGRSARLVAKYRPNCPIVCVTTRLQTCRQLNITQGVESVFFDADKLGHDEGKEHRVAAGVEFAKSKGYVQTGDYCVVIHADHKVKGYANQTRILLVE
#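 Purified LmPK (0.1 nM) converted ADP (0.1 mM) to ATP with PEP (0.5 mM) in imidazole buffer pH 7.2 with KCl and MgCl2, 1 h at room temperature. ATP was read by Kinase-Glo luminescence; data normalized to uninhibited and no-enzyme controls.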
# AmpC no deterg: qHTS Inhibitors of AmpC Beta-Lactamase (assay without detergent); AmpC nitrocefin hydrolysis, absorbance 480 nm, 0.0001% Triton; 0.52% of 330,000 active; Potency, µM (titrated, usually from 57.1 µM), without a hit: top-dose activity change, negative = inhibition, usual class: inhibitors; P00811;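 note: potency is the fitted concentration of half-maximal effect; plate controls were no compound for no effect and no enzyme for full effect; nearly all actives have a fitted effect of over 20% in size; some results filed as inactive show a strong effect at the top dose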
# Target sequence (P00811 whole entry, looked up): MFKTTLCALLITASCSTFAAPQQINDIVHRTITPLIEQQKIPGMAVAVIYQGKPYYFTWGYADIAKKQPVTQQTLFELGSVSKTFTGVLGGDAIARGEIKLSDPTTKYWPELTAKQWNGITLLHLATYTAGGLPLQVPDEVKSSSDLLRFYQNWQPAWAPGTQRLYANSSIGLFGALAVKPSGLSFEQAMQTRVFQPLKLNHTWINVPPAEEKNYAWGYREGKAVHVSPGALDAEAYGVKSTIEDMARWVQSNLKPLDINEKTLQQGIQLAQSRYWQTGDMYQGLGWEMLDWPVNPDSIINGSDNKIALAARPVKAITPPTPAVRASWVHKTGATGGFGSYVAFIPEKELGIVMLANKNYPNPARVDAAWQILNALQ
#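 20 mM phosphate pH 7.0 + 0.01% (detergent screen) or 0.0001% Triton X-100; 5.3 nM AmpC reagent; cpd preinc 15 min RT; nitrocefin (800 uM stock) to start; A480 q20 s × 4 min; Activity was normalised to no-enzyme and no-compound control wells.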
# Tb PYK inh: qHTS of Trypanosoma Brucei Inhibitors; TbPYK enzyme, Kinase-Glo Plus ATP luminescence, 45 min; Potency, µM (titrated, usually from 76.8 µM), inactives show at the top dose activity, negative = inhibition, hits mostly inhibitors; pyruvate kinase (Trypanosoma brucei), Q57TT1; 0.12% of 410,000 active; note: potency is the fitted concentration of half-maximal effect; % is set by controls: 0 for no effect and ±100 for the full control effect; nearly all actives have a fitted effect of over 50% in size
#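 Readout: single end-point luminescence (Kinase-Glo Plus, 10 min). Reaction conditions were TbPYK/substrate plus 130 uM ADP, 45 min at RT, pH 7.2 TEA buffer. No-enzyme wells served as controls, and data were normalized before concentration-response fitting.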
# * = called active by the depositor; ? = inconclusive; nt = no result given; & = joins results of further samples; [ ] = another dose, or the depositor's remark. Unless noted, calls come from the whole dose curve; as a rule, active = well fitted curve in the direction sought with a large enough effect; inconclusive = small, poorly fitted or top-dose-only effect, or another doubt; inactive = no such curve, though single readings can be large; an effect the other way counts as inactive or inconclusive. Rows were taken by chance (roughly 22% active in at least one column).
SMILES,CHX counter,Pf growth 96h,Shiga toxin inh,Pf growth 48h,LmPK inh,AmpC no deterg,Tb PYK inh
COC(=O)Nc1ccc(S(=O)(=O)NNC(=O)c2c(O)c3ccccc3n(C)c2=O)cc1,-4,11%,-5,34%[activator],8%,-36%,-1%
CCc1cccc(NC(=O)CN(c2ccc(C)cc2)S(=O)(=O)c2c(C)noc2C)c1,-5,?,-10,?,1%,-15%,-4%
CCC(=O)NC(=S)Nc1ccc(NC(=O)c2cccc([N+](=O)[O-])c2C)cc1,-2,-25%,-11,7%,1%,-30%,-12%
CN1CCN(c2ccc([N+](=O)[O-])cc2NC(=O)c2cccs2)CC1,-1,?,-25,-20%,-11%,-4%,4%
Cn1ncc(Br)c1C(=O)NCc1cccs1,3,nt,21,18%,4%,-15%,8%
O=C(COc1ccccc1Br)NCCc1nc2ccccc2[nH]1,1,-25%,-5,-3%,1%,-1%,3%
OCC1(CCOc2ccccc2)CCN(Cc2ccncc2)CC1,3,?,-5,?,2%,24%,0%
Cc1ccc(CNc2ccc(O)cc2)cc1,24,nt,43,?,-10%,-27%,-28%
CS(=O)(=O)c1cnc(-c2ccccc2)nc1Oc1ccc(Cl)cc1,7,20%,-1,1%,3%,-6%,-2%
CCOC(=O)C1CCN(S(=O)(=O)c2ccc3c(ccn3C)c2)CC1,11,?,-1,?,1%,-7%,-6%
O=C1CC(NNC(=O)c2cccc(F)c2)C(=O)N1 (centres undefined),11*,11%,24,?,4%,-31%,-6%
Cn1c(-c2ccc(C(F)(F)F)cc2)cc2onc(-c3ccccc3)c2c1=O,nt,241%[activator],nt,178%[activator],nt,-30%,-10%
CCN(CC(=O)Nc1ccc2c(c1)OCCO2)c1ccc(S(=O)(=O)N2CCOCC2)cn1,0,nt,12,-10%,2%,-10%,0%
COc1ccc(NC(=O)C2(c3ccc(NC(=O)c4ccc(OC)cc4)cc3)CCCC2)cc1,0,?,-13,-3%,-5%,-20%,-3%
COc1ccc2nc(-n3c(O)c(C4=c5ccccc5=NC4=O)[nH]c3=S)sc2c1,-1,?,-3,11%,-15%,-56%,-8%
O=C(CC1NCCc2ccccc21)Nc1ccccc1 (centres undefined),24*,30%,35*,45%[activator],-5%,-31%,-2%
COC(=O)c1sccc1Oc1ccc(F)cc1[N+](=O)[O-],1,?,-8,nt,1%,-15%,4%
CCCCn1c(SCC(=O)Nc2nccs2)nc2ccccc2c1=O,-3,44%[activator],-16,-11%,2%,-19%,7%
Cn1cncc1C#Cc1ccc2cc(CCO)oc(=O)c2c1,nt,?,nt,-6%,nt,-11%,-3%
CC(=O)C1=C(O)C(=O)N(c2ccc(Br)cc2)C1c1ccccc1[N+](=O)[O-] (centres undefined),-2,?,-2,?,-3%,-16%,1%
Cc1ccc(C(=O)Oc2coc(CSc3nnc(NC(=O)C4CC4)s3)cc2=O)cc1,-3,23%,-7,15%,9%,-17%,-10%
C/C(CC(=O)Nc1cc(Cl)ccc1Cl)=N\NC(=O)COc1cccc(C)c1,-4,76%[activator],16,0%,-1%,-38%,0%
COc1ccc(C(c2nnnn2CC2CCCO2)N2CCC(C(N)=O)CC2)cc1 (centres undefined),-2,-17%,-2,10%,2%,5%,1%
CCC(C)N(C(=O)c1csnn1)C(C(=O)NCc1ccc(F)cc1)c1ccccc1 (centres undefined),-5,20%,-8,-23%,7%,9%,7%
CS(=O)(=O)N1CCCC(C(=O)c2cccc(Cl)c2)C1 (centres undefined),0,4%,-6,20%,7%,7%,3%

# By substructure, those above containing fluorine
SMILES,CHX counter,Pf growth 96h,Shiga toxin inh,Pf growth 48h,LmPK inh,AmpC no deterg,Tb PYK inh
O=C1CC(NNC(=O)c2cccc(F)c2)C(=O)N1 (centres undefined),11*,11%,24,?,4%,-31%,-6%
Cn1c(-c2ccc(C(F)(F)F)cc2)cc2onc(-c3ccccc3)c2c1=O,nt,241%[activator],nt,178%[activator],nt,-30%,-10%
COC(=O)c1sccc1Oc1ccc(F)cc1[N+](=O)[O-],1,?,-8,nt,1%,-15%,4%
CCC(C)N(C(=O)c1csnn1)C(C(=O)NCc1ccc(F)cc1)c1ccccc1 (centres undefined),-5,20%,-8,-23%,7%,9%,7%

# The listing picks up, repeating the two entries before the break.
SMILES,CHX counter,Pf growth 96h,Shiga toxin inh,Pf growth 48h,LmPK inh,AmpC no deterg,Tb PYK inh
CCC(C)N(C(=O)c1csnn1)C(C(=O)NCc1ccc(F)cc1)c1ccccc1 (centres undefined),-5,20%,-8,-23%,7%,9%,7%
CS(=O)(=O)N1CCCC(C(=O)c2cccc(Cl)c2)C1 (centres undefined),0,4%,-6,20%,7%,7%,3%
N/C(=N\OC(=O)Oc1ccccc1)c1ccc(Cl)cc1,-3,0%,-13,nt,-1%,-14%,-4%
O=C(O)CC1(CC(=O)Nc2ccc(F)c(Cl)c2)CCCCC1,1,13%,-13,2%,2%,-35%,-20%
COC(=O)C(Cc1ccccc1)NS(=O)(=O)c1ccc(F)cc1Br (centres undefined),-2&7&-1,44%[activator],2&27&-8,8%,0%,-18%,-6%
Cc1ccccc1C(=O)Nc1nncs1,12,nt,15,10%,2%,-10%,-3%
CC(CCn1cccn1)NC(=O)c1cc(COc2ccc(F)cc2Cl)on1 (centres undefined),1,10µM*,4,44%[activator],-3%,56%,0%
Cc1ccc(Oc2cnn(-c3ccccc3)c(=O)c2Br)cc1,12,12%,5,-13%,5%,-14%,4%
COc1ccc(OCCn2c(=O)sc3ccccc32)cc1,25*,2.9µM*,81*,51%[activator],1%,-24%,0%
Cc1cccc(N2CCN(CCCNC(=O)c3ccc(NC(=O)C4=CSCCO4)cc3)CC2C)c1 (centres undefined),-2,-3%,13,?,4%,117%[activator],-7%
Cc1nn(Cc2ccc(Cl)c(Cl)c2)c(C)c1NC(=O)c1cc(C2CC2)on1,-1,3%,13,?,1%,10µM*,-9%
O=C(/C=C/c1c(F)cccc1Cl)Nc1ccncc1,61*,-21%,96*,73%[activator],-3%,-43%,3%
COc1ccccc1OCc1ccc(C(=O)Nc2cc(OC)c(OC)c(OC)c2)o1,-4,352%[activator],-5,-11%,-6%,91%[activator],-3%
Cc1cccc(NC(=O)c2nc[nH]c2C(=O)N[C@@H](CC(C)C)C(=O)OC(C)(C)C)c1,-3,?,3,?,-1%,2%,1%
CCOC(=O)c1cnn(-c2ccccc2)c1NC(=O)CN1CCCCC1,-1,11%,-3,5%,-2%,-7%,2%
O=C(C1=C[C@H](c2ccc3c(c2)OCO3)C[C@H](OCCCCO)O1)N1CCN(Cc2ccccc2)CC1,-1,13µM*,-5,?,10%,195%[activator],3%
COc1cccc(CNC(=O)N2CCN(c3ccccc3)CC2)c1,1,24%,-4,14%,0%,-11%,7%
O=C(C1CCN(C2CCN(CC3CC=CCC3)CC2)CC1)N1CCOCC1 (centres undefined),-2,19%,-16,-11%,10%,-9%,-25%
O=C1CC(N2CCN(c3ccc(O)cc3)CC2)C(=O)N1c1ccc2c(c1)OCO2 (centres undefined),1,39%,22,3%,1%,-12%,?
COc1ccc2[nH]c(CN3CCN(CC=C(C)C)C(CCO)C3)c(C)c2c1 (centres undefined),-1,?,nt,-15%,4%,23%,-3%
O=S(=O)(O)c1ccc(N=NNc2ccc(Br)cc2)cc1,-2,-8%,23,20%,3%,-32%,-5%
CCC1CCCCN1C(=O)c1ccc(OC2CCN(C(=O)CCOC)CC2)cc1 (centres undefined),16*,-20%,11,-25%,-4%,105%[activator],1%
CN(C)/C=C/C(=O)c1ccc(-c2ccc(Cl)cc2Cl)o1,13,51%[activator],41,29%,0%,-46%,1%
C/C(=N\Nc1nc(Nc2ccccc2)nc(N2CCOCC2)n1)c1cccs1,15,20%,-6,?,6%,-5%,2%
Cc1ccnc(NS(=O)(=O)c2cccs2)c1,3,nt,-16,13%,-14%,-22%,-4%
CCOC(=O)Cn1c(=O)oc2cc(S(=O)(=O)NCCCc3ccccc3)ccc21,-2,-12%,11,4%,7%,-9%,3%
CCCCN(C(=O)NCCCCCCNC(=O)N(CCCC)C1CCS(=O)(=O)C1)C1CCS(=O)(=O)C1 (centres undefined),4,?,2,?,5%,127%[activator],-2%
# Additional results follow:
SMILES,CHX counter,Pf growth 96h,Shiga toxin inh,Pf growth 48h,LmPK inh,AmpC no deterg,Tb PYK inh
CCOC(=O)c1cc(C(=O)c2cc(F)ccc2O)coc1=N,3,-13%,-12,21%,-1%,-21%,2%
O[C@@H](c1cc(C(F)(F)F)nc2c(C(F)(F)F)cccc12)[C@H]1CCCCN1,nt,0.015µM*,nt,0.033µM*,nt,9%,-1%&-6%
COc1ccc(/C=C2/C(=O)N(c3cccc(F)c3)N=C2C)c(OC)c1,-3,-6%,nt,?,5%,-31%,3%
COc1ccc(N2C(=NC(=O)C(C)Oc3ccccc3)SC3CS(=O)(=O)CC32)cc1 (centres undefined),-2,-27%,-1,6%,5%,3%,1%
Cc1cccc(N(C(=O)Cc2cccs2)C(C(=O)NC2CCCC2)c2ccsc2)c1 (centres undefined),-2,9%,-3,?,0%,-10%,3%
COc1ccc(C(CC(=O)O)NC(=O)c2cccs2)cc1 (centres undefined),1,?,-3,-1%,-5%,-13%,-9%
CC(=O)/C(=N/Nc1ccccc1Cl)Sc1nnc(C(O)c2ccccc2)n1-c1ccccc1 (centres undefined),-2,8%,-4,4%,-3%,14%,-16%
Cc1cc(C)c2nc(N3C(=O)C(O)=C(C(=O)c4ccco4)C3c3cccc(O)c3)sc2c1 (centres undefined),nt,-30%,nt,?,nt,-20%,-25%
COc1ccccc1CN1CC(C(=O)NCc2nccn2C)CCC1=O (centres undefined),1,56%[activator],-5,6%,-9%,-31%,0%
CC(CCc1ccccc1)NC(=O)C1CCN(S(=O)(=O)N2CCCCC2)CC1 (centres undefined),-3,1µM*,-5,?,0%,63%[activator],-4%
OC(CNCCc1ccc(C(F)(F)F)cc1)COc1ccc2ccccc2c1 (centres undefined),-10,?,-24,?,0%,77%[activator],5%
O=C1CN(C(=O)c2ccccc2)c2ccccc2N1,-1,nt,-12,3%,-1%,-16%,-1%
CCOC(=O)C1CCN(Cc2ccc(OCc3ccccc3)c(OC)c2)CC1,9,?,-1,4%,-3%,3%,-9%
CCOC(=O)N1CCC(Nc2ncnc3c2cnn3-c2ccc(Cl)cc2)CC1,54*,nt,120*,91%[activator],1%,-5%,-5%
COCCOC(=O)c1sc(=S)n(CCOC)c1N,-2,0%,5,0%,2%,-4%,-15%
O=[N+]([O-])c1ccc(N2CCC(O)CC2)nc1,-3,13%,18,1%,5%,-19%,-3%
Cc1nn2c(C)c(C(=O)Nc3ccccc3)cnc2c1C#N,-1,nt,-9,2%,5%,-17%,1%

# Filtered by structure: those above with a COOH group
SMILES,CHX counter,Pf growth 96h,Shiga toxin inh,Pf growth 48h,LmPK inh,AmpC no deterg,Tb PYK inh
O=C(O)CC1(CC(=O)Nc2ccc(F)c(Cl)c2)CCCCC1,1,13%,-13,2%,2%,-35%,-20%
COc1ccc(C(CC(=O)O)NC(=O)c2cccs2)cc1 (centres undefined),1,?,-3,-1%,-5%,-13%,-9%
